HT29 cell growth-1 = HT29 colon tumor cell growth inhibition, primary screen, imaging, high content imaging, 24 h, CellTiter-Glo (AID 770). HT29 cell number by imaging, 24 h; active compounds read high. 3,300 tested, under 10 active. growth inhibition, % at 10 µM;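 active = growth inhibition above 90% in viable cell count at a single dose; inactive = growth inhibition below 90%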
A549 NSCLC growth = A549 NSCLC cell proliferation inhibitors – ATP luminescence, human non-small cell lung line, primary screen (AID 371). A549 growth inhibition, ATP luminescence; active compounds read high. growth inhibition, % at 10 µM. hit rate 8.4% among 3,300;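 active = mean growth inhibition over the two runs of 50% or more; inactive = mean growth inhibition under 50%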;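 also: compound exposure lasted 72 h before the ATP read; 0% = untreated cell signal and 100% = no luminescence left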
HT29 cell growth-2 = HT29 colon tumor cell growth inhibition, primary screen, imaging, high content imaging, 48 h, CellTiter-Glo (AID 771) | hit rate 2% among 3,300 | growth inhibition, % at 10 µM | HT29 cell growth, HCS imaging cell count, 48 h; active compounds read high;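 active = growth inhibition above 90%, meaning viable cell count by imaging cut by more than 90% versus vehicle controls; inactive = growth inhibition below 90%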;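 also: percent fewer viable cells counted by imaging than vehicle controls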
AID772 = HT29 colon tumor cell growth inhibition, primary screen, imaging, high content imaging, 72 h, CellTiter-Glo (AID 772); HT29 cell growth, HCS imaging cell count, 72 h; active compounds read high; growth inhibition, % at 10 µM; hit rate 0.6% among 3,300;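 active = growth inhibition above 90%, meaning viable cell count cut by more than 90% versus vehicle controls; inactive = growth inhibition below 90%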
AID364 = cytotoxicity toward Jurkat T cells, primary screen, cell-based, Jurkat E6.1, NIH starter set (AID 364); Jurkat E6.1 viability, ATP luminescence, 48 h; higher % means a stronger effect; inhibition, % at 4 µM; hits with a dose series show CC50 in µM; hit rate 2% among 3,300;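 active = concentration giving half-maximal inhibition at or below 20 micromolar; inactive = half-maximal concentration above 20 micromolar, or not dose tested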;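 also: 100% = cells treated with 4 µM doxorubicin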
HT29 cell growth-1 condensed nuclei = further read-out of HT29 cell growth-1, marked with its call; condensed nuclei, %; measured here: percent cells with condensed nuclei;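 share of cells whose nuclear area falls below control median minus 1.5 SD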
HT29 cell growth-1 ATP viability = further read-out of HT29 cell growth-1, marked with its call; growth inhibition, %; measured here: ATP CellTiter-Glo viability
HT29 cell growth-2 condensed nuclei = second read-out of HT29 cell growth-2, no call of its own (marks repeat the call); condensed nuclei, %; measured here: percent cells with condensed nuclei;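 condensed means Hoechst nuclear area under control median minus 1.5 SD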
HT29 cell growth-2 ATP viability = also measured in HT29 cell growth-2; calls as there; growth inhibition, %; measured here: ATP CellTiter-Glo viability inhibition
AID772 condensed nuclei = further read-out of AID772, marked with its call; condensed nuclei, %; measured here: percent cells with condensed nuclei;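 condensed means nuclear area below control median minus 1.5 SD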
AID772 second = further read-out of AID772, marked with its call; growth inhibition, %; measured here: ATP CellTiter-Glo viability
Starred values were filed as active, the others as inactive; i = inactive; nt = no result given. Only part of the results is shown; rates above refer to the full screens.

(1) CC(NC(=O)c1ccc(=O)oc1)c1ccccc1 (configuration not stated)
(2) CCCc1nc(NC2CCCCC2)c(C#N)c2c1COC(C)(C)C2
(3) N#C/C(=C\N1CCN(Cc2ccc3c(c2)OCO3)CC1)c1nc2ccccc2s1
(4) CC(C)CCNc1nc2c(cc1C#N)COC(C)(C)C2
(5) Oc1ccccc1-c1nc(NCCN2CCOCC2)c2ccccc2n1
(6) CCCNC(=O)NS(=O)(=O)c1ccc(Cl)cc1
(7) COc1cccc(C(=O)N2CCN(S(=O)(=O)Cc3ccccc3)CC2)c1OC
(8) COC(=O)C1C(=O)CC(C)(O)C(C(=O)OC)C1c1ccccc1F (configuration not stated)
(9) NNC(=O)c1ccncc1
(10) Cc1cccc(N)c1SC1CCCCC1O (configuration not stated)
assay / compound,1,2,3,4,5,6,7,8,9,10
HT29 cell growth-1,27,6,17,23,43,-2,27,5,11,21
HT29 cell growth-1 condensed nuclei,0.8,2.4,2.0,2.5,9.9,3.5,1.8,2.3,1.6,4.6
HT29 cell growth-1 ATP viability,-14,2,21,6,36,-14,3,-7,-6,-4
A549 NSCLC growth,4,51*,37,15,88*,4,-2,2,5,11
HT29 cell growth-2,53,36,69,31,83,31,34,42,51,32
HT29 cell growth-2 condensed nuclei,5.5,4.7,1.6,1.6,17,3.2,2.2,2.8,7.5,1.6
HT29 cell growth-2 ATP viability,-3,13,43,9,73,nt,6,-12,nt,-19
AID772,71,-28,78,13,31,-32,1,19,16,-23
AID772 condensed nuclei,15,5,28,2,19,3,14,3,6,2
AID772 second,10,4,79,2,94,9,12,-33,-1,-37
AID364,-2%,0%,-1%,-6%,0%,-2%,1%,-10%,2%,8%

Taken from above:
HT29 cell growth-1 ATP viability, COC(=O)C1C(=O)CC(C)(O)C(C(=O)OC)C1c1ccccc1F (configuration not stated) reads -7
HT29 cell growth-2 condensed nuclei, CC(NC(=O)c1ccc(=O)oc1)c1ccccc1 (configuration not stated) reads 5.5
AID364, CCCNC(=O)NS(=O)(=O)c1ccc(Cl)cc1 reads -2%

More compounds follow.
(11) O=c1cc(NCc2ccccc2)nc2n1CCCS2
(12) COCCCNC(=O)C(C#N)c1nc2ccccc2nc1N1CCN(Cc2ccccc2)CC1 (configuration not stated)
(13) COc1cc2nc(N3CCN(C(=O)C4CCCO4)CC3)nc(N)c2cc1OC (configuration not stated)
(14) O=C(CCN1C(=O)c2ccccc2C1=O)OCN1C(=O)c2ccccc2C1=O
(15) COC(=O)c1ccc(N2C(=O)CC(N3CCN(C(=O)c4ccco4)CC3)C2=O)cc1 (configuration not stated)
(16) ClC(Br)=C(n1cnc2ccccc21)n1cnc2ccccc21
(17) CC(=O)Oc1ccc(C(c2ccc(OC(C)=O)cc2)c2ccccn2)cc1
(18) Cc1ccc(S(=O)(=O)c2cc3c(=O)n4ccccc4nc3n(C)c2=N)cc1
(19) CC(C)Oc1ccc(/C(O)=C2/C(=O)C(=O)N(CCN3CCOCC3)C2c2ccccc2)cc1 (configuration not stated)
(20) CCOC(=O)c1ccc(N=CC2=C(O)CC(c3ccco3)CC2=O)cc1 (configuration not stated)
assay / compound,11,12,13,14,15,16,17,18,19,20
HT29 cell growth-1,-1,9,-5,-10,21,8,-5,39,-26,10
HT29 cell growth-1 condensed nuclei,2.8,4.3,2.7,3.4,1.4,3.0,1.1,5.8,2.9,3.0
HT29 cell growth-1 ATP viability,-2,16,-15,-5,5,-3,45,-3,-2,-15
A549 NSCLC growth,1,30,15,4,-6,10,14,-2,3,9
HT29 cell growth-2,1,30,-36,14,-42,15,-7,38,-24,-37
HT29 cell growth-2 condensed nuclei,1.6,1.9,1.8,0.3,2.9,2.0,2.3,2.4,1.8,4.3
HT29 cell growth-2 ATP viability,-7,30,nt,-13,-4,-19,nt,3,0,-42
AID772,-21,0,-61,68,13,13,0,50,36,59
AID772 condensed nuclei,2,5,2,7,2,2,1,3,3,1
AID772 second,-30,12,-21,-38,2,-8,-22,-14,3,32
AID364,-4%,12%,10%,4%,-1%,3%,3%,7%,-8%,-6%

(21) N#Cc1cccc(-n2c(-c3ccccc3)nnc2-c2ccccc2)c1C#N
(22) Cc1ccccc1N1C(=O)CC(Sc2nnc(-c3ccccc3)o2)C1=O (configuration not stated)
(23) O=C(O)CC1Sc2nc3ccccc3n2C1=O (configuration not stated)
(24) CC(C)N=c1cc2n(-c3ccc(Cl)cc3)c3ccccc3nc-2cc1Nc1ccc(Cl)cc1
(25) CCOc1ccc(C2C(C#N)=C(N)Oc3cc(C)n(CCN4CCOCC4)c(=O)c32)cc1OCC (configuration not stated)
(26) C=CCOC(=O)C1=C(C)NC(SCC(=O)Nc2ccc(C)c(Cl)c2)=C(C#N)C1c1ccco1 (configuration not stated)
(27) COc1cccc(N2C(=O)C(O)=C(C(C)=O)C2c2ccc(OC)c(OC)c2)c1 (configuration not stated)
(28) CN1Cc2c(N)cccc2C(c2ccccc2)C1 (configuration not stated)
(29) CC(=O)Nc1ccccc1O
(30) COc1ccc(C(=O)/C=C/Nc2cccc(C)n2)cc1OC
assay / compound,21,22,23,24,25,26,27,28,29,30
HT29 cell growth-1,23,39,-31,18,-17,54,-2,11,-28,-16
HT29 cell growth-1 condensed nuclei,4.3,5.0,2.2,3.9,2.5,3.7,4.3,2.8,1.6,2.0
HT29 cell growth-1 ATP viability,13,-1,0,46,-9,9,0,15,-13,-5
A549 NSCLC growth,28,57*,0,92*,1,84*,-11,-3,-1,15
HT29 cell growth-2,38,-2,18,79,-1,91*,-16,11,17,21
HT29 cell growth-2 condensed nuclei,4.2,0.8,1.9,2.4,1.4,8.1*,2.0,1.6,2.8,1.0
HT29 cell growth-2 ATP viability,22,-8,-8,nt,-6,46*,5,nt,nt,-11
AID772,57,-78,-45,40,43,81,16,34,-59,14
AID772 condensed nuclei,7,3,2,31,14,10,2,21,1,9
AID772 second,47,-48,-42,87,7,82,5,22,-15,-23
AID364,-4%,30%,4%,29%,-3%,7%,4%,-8%,5%,0%

(31) CC1(C)CC(N(Cc2ccco2)C(=O)Cc2ccccc2)CCO1 (configuration not stated)
(32) Cc1ccc(N(CN2C(=O)NC(C)(C)C2=O)CN2C(=O)NC(C)(C)C2=O)cc1
(33) CCOC(=O)C(C(=O)OCC)N(C#N)c1nc(SC)nc(N(C)C)n1
(34) N#Cc1nc(-c2cccs2)oc1NCc1ccccc1
(35) CCOC(=O)COc1nc(N(C)C)nc(N(C)C)n1
(36) CCCCOc1ccc(C2CC(=O)N(C)C2=O)cc1 (configuration not stated)
(37) Cc1cc(N2C(=O)C(=O)/C(=C(/O)c3ccccc3)C2c2cccs2)no1 (configuration not stated)
(38) Cc1ccc(-c2nnc(OCCN3CCOCC3)c3ccccc23)cc1
(39) N#C/C(C(=O)NCc1ccco1)=C1/SC(Cc2ccc(Cl)cc2)C(=O)N1c1ccccc1 (configuration not stated)
(40) CC1(C)CN(O)CCN1O
assay / compound,31,32,33,34,35,36,37,38,39,40
HT29 cell growth-1,13,24,9,13,-13,34,-4,30,-19,-2
HT29 cell growth-1 condensed nuclei,2.0,3.4,3.2,3.9,1.0,2.3,2.9,3.6,4.3,4.1
HT29 cell growth-1 ATP viability,0,-7,2,-11,-4,-3,-3,10,-15,-8
A549 NSCLC growth,1,3,-4,37,-6,6,7,31,6,0
HT29 cell growth-2,39,29,5,8,-27,19,-7,32,12,4
HT29 cell growth-2 condensed nuclei,3.7,3.0,3.4,2.3,1.4,1.1,1.6,1.8,2.8,2.4
HT29 cell growth-2 ATP viability,17,14,-16,-17,-12,-20,-25,-2,-4,-11
AID772,27,-20,-9,-41,4,-7,-10,23,27,-26
AID772 condensed nuclei,3,6,8,4,3,3,11,5,3,2
AID772 second,15,2,4,-48,5,7,-23,10,-18,-11
AID364,-10%,0%,5%,-2%,-10%,-4%,-2%,8%,-12%,12%

(41) Nc1ccc2c(c1)N1CCN=C1S2
(42) CC(C)OC(=O)C(C)(C)Oc1ccc(C(=O)c2ccc(Cl)cc2)cc1
(43) CCOC(=O)CSc1nc(N(C)C)nc(N(C)C#N)n1
(44) CN(C)CCCN1c2ccccc2CCc2ccc(Cl)cc21
(45) CCOC(=O)CC(=O)CSc1nc2c(cc1C#N)CCCCC2
(46) CCCc1nc2n[nH]c(N)c2c2c1COC(C)(C)C2
(47) O=C(NC1CCCCC1)[C@H](O)[C@@H](O)C(=O)NC1CCCCC1
(48) COc1ccc(/C(O)=C2/C(=O)C(=O)N(c3nc(C)c(C)s3)C2c2ccco2)cc1 (configuration not stated)
(49) CC(C)Cc1nc(N2CCN(C(=O)c3ccco3)CC2)c(C#N)c2c1CCC2
(50) O=C(O)CC(C(=O)OCCOc1ccccc1)N1CCOCC1 (configuration not stated)
assay / compound,41,42,43,44,45,46,47,48,49,50
HT29 cell growth-1,7,22,15,56,2,-10,0,-12,51,30
HT29 cell growth-1 condensed nuclei,3.8,3.9,3.8,12,3.0,2.7,1.8,5.1,9.3,4.0
HT29 cell growth-1 ATP viability,-4,-11,-2,47,-3,9,-4,-13,10,-5
A549 NSCLC growth,4,9,1,86*,7,3,-22,11,57*,6
HT29 cell growth-2,-3,5,28,90,-35,-6,28,28,39,37
HT29 cell growth-2 condensed nuclei,2.6,2.5,1.4,39,2.7,2.3,3.0,1.5,1.4,6.9
HT29 cell growth-2 ATP viability,5,nt,-20,nt,0,-25,-16,-12,11,-12
AID772,-44,-14,-12,29,-22,26,-18,15,-2,19
AID772 condensed nuclei,2,3,2,20,3,2,11,12,4,8
AID772 second,-15,-9,-26,97,-32,18,-13,-18,36,-19
AID364,1%,2%,-5%,5%,5%,0%,-7%,0%,0%,nt

(51) CCCCCOc1ccc(C(=O)NCC(=O)NCC(=O)OCC)cc1
(52) COc1ccccc1NC(=O)C1=C(C)NC(SCC(=O)c2ccc(C)cc2)=C(C#N)C1c1ccco1 (configuration not stated)
(53) COCCCn1c(C)nc2c(c1=O)c1nc3ccccc3nc1n2CCc1ccccc1
(54) N#C/C(=C\c1c(N2CCC(C(N)=O)CC2)nc2ccccn2c1=O)S(=O)(=O)c1ccccc1
(55) COc1ccc(C2C(C#N)=C(SC)NC3=C2C(=O)CC(C)(C)C3)cc1 (configuration not stated)
assay / compound,51,52,53,54,55
HT29 cell growth-1,74,35,2,13,-5
HT29 cell growth-1 condensed nuclei,11,3.9,3.2,19,4.8
HT29 cell growth-1 ATP viability,5,15,2,12,5
A549 NSCLC growth,36,18,36,-2,11
HT29 cell growth-2,72,45,37,-8,12
HT29 cell growth-2 condensed nuclei,42,11,3.7,3.2,1.3
HT29 cell growth-2 ATP viability,60,48,2,-24,8
AID772,77,79,-20,-53,18
AID772 condensed nuclei,37,17,4,4,15
AID772 second,84,88,-18,-63,17
AID364,i,-7%,4%,-6%,1%

Whole records as entered above. Order of values: HT29 cell growth-1 | HT29 cell growth-1 condensed nuclei | HT29 cell growth-1 ATP viability | A549 NSCLC growth | HT29 cell growth-2 | HT29 cell growth-2 condensed nuclei | HT29 cell growth-2 ATP viability | AID772 | AID772 condensed nuclei | AID772 second | AID364
COc1ccc(C2C(C#N)=C(SC)NC3=C2C(=O)CC(C)(C)C3)cc1 (configuration not stated) across the screens: -5 | 4.8 | 5 | 11 | 12 | 1.3 | 8 | 18 | 15 | 17 | 1%
N#C/C(=C\c1c(N2CCC(C(N)=O)CC2)nc2ccccn2c1=O)S(=O)(=O)c1ccccc1 across the screens: 13 | 19 | 12 | -2 | -8 | 3.2 | -24 | -53 | 4 | -63 | -6%
CCCCCOc1ccc(C(=O)NCC(=O)NCC(=O)OCC)cc1 across the screens: 74 | 11 | 5 | 36 | 72 | 42 | 60 | 77 | 37 | 84 | i

Among those listed so far, these contain a thiophene ring, fused or not.
(34) N#Cc1nc(-c2cccs2)oc1NCc1ccccc1
(37) Cc1cc(N2C(=O)C(=O)/C(=C(/O)c3ccccc3)C2c2cccs2)no1 (configuration not stated)
assay / compound,34,37
HT29 cell growth-1,13,-4
HT29 cell growth-1 condensed nuclei,3.9,2.9
HT29 cell growth-1 ATP viability,-11,-3
A549 NSCLC growth,37,7
HT29 cell growth-2,8,-7
HT29 cell growth-2 condensed nuclei,2.3,1.6
HT29 cell growth-2 ATP viability,-17,-25
AID772,-41,-10
AID772 condensed nuclei,4,11
AID772 second,-48,-23
AID364,-2%,-2%

From PubChem
